D2 potentiator – positive allosteric modulators of human D2 dopamine receptor | P14416 | HEK293 T-REx D2, calcium flux, EC20 dopamine potentiation | potentiation, % at 10 µM | 340,000 compounds, 0.34% hits | AID 485347;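 active means potentiation over 3 SD above the plate norm, cut at about 30% in these data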; further: 0% is about no effect
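Using a no-wash calcium dye in inducible, force-coupled HEK293 Trex cells expressing D2, we tracked fluorescence each second for 180 s after compound, then for 180 s after EC20 dopamine to detect augmented signalling.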
RXFP1 antagonist – RXFP1 (human) relaxin receptor antagonism. Q9HBX9. HEK293-RXFP1, relaxin-stimulated cAMP HTRF, 30 min; stronger effect = lower value. activity change, negative = inhibition, % at 57.5 µM. 350,000 compounds, 0.59% hits. AID 1259400;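 active means activity change of -60% or lower, but not beyond a set lower limit; inconclusive means change between -60% and -40%, or beyond the set limit; inactive means change above -40%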; further: on the % scale 0 is the no-effect control and ±100 the full control effect
Target sequence (Q9HBX9 whole entry, looked up): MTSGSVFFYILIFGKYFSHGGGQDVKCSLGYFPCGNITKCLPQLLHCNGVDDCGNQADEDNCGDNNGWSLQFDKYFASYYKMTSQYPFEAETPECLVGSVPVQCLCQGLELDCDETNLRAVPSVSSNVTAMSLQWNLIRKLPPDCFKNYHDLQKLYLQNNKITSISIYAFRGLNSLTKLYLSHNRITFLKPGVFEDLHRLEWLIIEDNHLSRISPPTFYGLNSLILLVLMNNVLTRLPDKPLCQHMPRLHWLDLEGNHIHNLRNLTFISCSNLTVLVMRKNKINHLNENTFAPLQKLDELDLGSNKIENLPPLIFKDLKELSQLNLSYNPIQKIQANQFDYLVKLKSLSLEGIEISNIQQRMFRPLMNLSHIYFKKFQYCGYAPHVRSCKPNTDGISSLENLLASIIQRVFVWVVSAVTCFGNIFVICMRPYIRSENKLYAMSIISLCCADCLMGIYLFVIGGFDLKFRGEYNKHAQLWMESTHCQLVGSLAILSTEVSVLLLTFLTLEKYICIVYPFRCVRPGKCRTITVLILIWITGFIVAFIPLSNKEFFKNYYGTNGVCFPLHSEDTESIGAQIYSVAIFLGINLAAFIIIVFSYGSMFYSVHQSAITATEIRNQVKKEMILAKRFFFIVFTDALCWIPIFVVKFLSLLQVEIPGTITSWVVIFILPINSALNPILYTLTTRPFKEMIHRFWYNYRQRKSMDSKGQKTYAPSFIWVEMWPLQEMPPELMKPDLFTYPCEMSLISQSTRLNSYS
Vif-APOBEC3G blk – blocks the Vif interaction with human APOBEC3G; Q9HC16; HeLa A3G-eYFP + Vif (tagged APOBEC3G with the HIV-1 protein that degrades it), YFP fluorescence, overnight; Potency, µM (highest dose often 46.1 µM), for the others: at the top dose activity, negative = active, hits mostly inhibitors; 410,000 compounds, 0.076% hits;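 further: potency means the concentration at half of the fitted maximal effect; on the % scale 0 is the no-effect control and ±100 the full control effect; nearly all actives have a fitted effect of over 60% in size; hits raise eYFP signal because A3G escapes Vif-driven loss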
Target sequence (Q9HC16 whole entry, looked up): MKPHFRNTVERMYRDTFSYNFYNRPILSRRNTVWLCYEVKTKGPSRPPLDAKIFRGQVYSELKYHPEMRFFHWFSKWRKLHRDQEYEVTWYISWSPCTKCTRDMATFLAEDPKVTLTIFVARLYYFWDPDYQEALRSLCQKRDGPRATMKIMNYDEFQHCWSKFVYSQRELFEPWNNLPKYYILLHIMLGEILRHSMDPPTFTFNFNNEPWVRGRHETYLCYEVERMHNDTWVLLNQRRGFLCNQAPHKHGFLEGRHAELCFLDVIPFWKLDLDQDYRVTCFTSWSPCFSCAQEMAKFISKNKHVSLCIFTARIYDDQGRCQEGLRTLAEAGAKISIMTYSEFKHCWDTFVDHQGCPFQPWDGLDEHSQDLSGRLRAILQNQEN
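HeLa cells stably expressing Vif and C-terminally eYFP-tagged A3G, seeded overnight at 37 deg C, then exposed to compound by pintool overnight at 37 deg C. Rise in yellow fluorescence (Ex 488/Em 500-530, Acumen) marks blocked Vif-driven A3G degradation.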
Vif-A3F inh – Vif-A3F binding inhibition. HeLa A3F-eYFP + Vif (tagged APOBEC3F with the HIV-1 protein that degrades it), YFP fluorescence increase. Potency, µM (doses to about 46.1 µM), inactives show top-dose activity, negative = active. 390,000 compounds, 0.2% hits; further: potency means the concentration at half of the fitted maximal effect; % of control where 0% means no effect; nearly all actives have a fitted effect of over 65% in size
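Fluorescence increase (Ex 488/Em 500-530) after overnight compound treatment at 37 deg C flags inhibition of Vif-driven A3F-eYFP loss in stable HeLa A3F-eYFP/Vif cells seeded overnight beforehand.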
D1 antag – blocks dopamine activation of the human D1 receptor. AID 504652. activity change, negative = inhibition, % at 10 µM. 360,000 compounds, 3.2% hits. HEK293 TREx D1 cells, calcium flux, dopamine EC80; stronger effect = lower value; in the data active means activity change below about -30%; further: on the % scale 0 is the no-effect control and ±100 the full control effect
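Tetracycline-induced HEK293 Trex D1 cells, force-coupled to calcium, dye-loaded; compounds added and read 180 s, then EC80 dopamine added and calcium flux tracked kinetically another 180 s.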
GRP78 ERSR act – ER stress response induction in glioma | U87-MG GRP78 promoter luciferase reporter, 16 h | 420,000 compounds, 0.02% hits | Potency, µM, without a hit: at the highest dose activation, actives largely listed as activators; further: potency means the concentration at half of the fitted maximal effect; series mostly up to about 76 µM; % of control where 0% means no effect; nearly all actives have a fitted effect of over 35% in size
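Stably transfected U87-MG glioma cells carrying a GRP78-based luciferase sensor; 16 h compound incubation. Luminescence end-point read 10 min after Bright-Glo addition at room temperature.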
RXFP1 agonist – agonists of human relaxin receptor RXFP1; 370,000 compounds, 0.3% hits; Potency, µM (highest dose often 57.5 µM), for the others: top-dose activation, most hits filed as activators; HEK293T-RXFP1 cAMP TR-FRET, 30 min; response scale: percent of porcine relaxin response, buffer zero; further: potency means the concentration at half of the fitted maximal effect; on the % scale 0 is the no-effect control and ±100 the full control effect; nearly all actives have a fitted effect of over 60% in size; many of its hits are not listed in these tables
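cAMP rise read by TR-FRET after 30 min, 37C compound exposure (up to 58 uM) in RXFP1-transfected HEK293 cells with Ro 20174 present. EC50 from Hill-equation fits, with 29 nM porcine relaxin as 100% and buffer as basal.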
D1 ag – agonists of human D1 dopamine receptor | HEK293 T-REx D1 cells, calcium flux, agonist mode | activation, % at 2 µM | 360,000 compounds, 1% hits; in the data active means activation above about 30%; further: 0% is about no effect
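Tetracycline-induced HEK293 TREx D1 cells, force-coupled to calcium signalling, were dye-loaded with a no-wash calcium kit. Compound was pin-added after a 10 s baseline. Fluorescence was read kinetically at 1 cycle/s for 180 s, with calcium rises flagged as agonism.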
D1 potentiator – enhances dopamine response at the human D1 receptor; AID 504651; potentiation, % at 10 µM; HEK293 TREx D1 cells, calcium flux, dopamine EC20 potentiation; 360,000 compounds, 0.036% hits; P21728; in the data active means potentiation above about 30%; further: 0% is about no effect
Starred values were filed as active, the others as inactive; ? = inconclusive; / = not tested or not shown; & = joins results of further samples. Unless noted, the call rests on the fitted dose curve; in most records, active means well fitted curve in the direction sought with a large enough effect; inconclusive means small, poorly fitted or top-dose-only effect, or another doubt; inactive means no such curve, though single readings can be large; an effect the other way counts as inactive or inconclusive.

SMILES	D2 potentiator	RXFP1 antagonist	Vif-APOBEC3G blk	Vif-A3F inh	D1 antag	GRP78 ERSR act	RXFP1 agonist	D1 ag	D1 potentiator
O=C(CN1C(=O)c2cccc3cccc1c23)N1CCN(Cc2ccc3c(c2)OCO3)CC1	8.4	-14.0	-1.0%	-0.4%	-9.2	-0.2%	3.6%	-1.1	14.7
CN(CC(=O)NCc1ccncc1)S(=O)(=O)c1ccc(Br)cc1	-0.8	-7.7	1.0%	-2.6%	-17.3	-4.1%	4.3%	0.5	0.0
COc1cc(S(=O)(=O)NC2CCCCC2C)ccc1-n1cnnn1 (configuration not stated)	-3.9	0.7	1.2%	-11.3%	-9.9	-9.6%	2.2%	4.2	-11.8
C[C@@H]1CN(C(=O)c2ccc(OC3CCN(S(=O)(=O)N(C)C)CC3)cc2)C[C@H](C)O1	6.8	-2.2	1.2%	-2.7%	-30.3*	-3.3%	0.2%	3.0	2.0
COc1ccc(S(=O)(=O)N(C)C[C@@H]2OCCCC[C@H](C)Oc3ccc(NC(=O)Nc4ccc(C(F)(F)F)cc4)cc3C(=O)N([C@H](C)CO)C[C@H]2C)cc1	/	13.9	-4.4%	-0.3%	/	4.8%	/	/	/
CCOc1ccc2nc(N3CCCC(C(=O)NCCc4ccc(OCC)c(OCC)c4)C3)sc2c1 (configuration not stated)	22.8	-16.7	-4.1%	5.7%	-0.7	-0.9%	0.2%	-0.1	-5.5
O=C(Nc1ccccc1)/C(=C\c1ccc2c(c1)OCO2)NC(=O)c1ccco1	-7.6	1.8	0.7%	-0.2%	-12.9	-1.1%	-0.4%	-1.2	-2.0
COc1ccc(NC(=O)CSCC(=O)N(C)Cc2ccc3c(c2)OCCO3)cc1	-9.6	1.7	-0.2%	-0.3%	-19.8	-1.7%	-0.5%	8.2	/
Cc1ccccc1C(=O)c1cn[nH]c1-c1ccccc1O	12.1	-2.1	-10.2%	7.9%	-20.4	1.9%	-0.1%	6.1	-5.8
O=c1c(-c2ccc(Cl)cc2)c[nH]n1-c1ccccc1	0.1	1.3	1.8%	-21.3%	-14.2	?	1.5%	9.4	-1.2
CC(C)(C)c1ccccc1NC(=O)N1CCNC(=O)C1CC(=O)Nc1ccc(F)cc1 (configuration not stated)	1.2	-23.1	-0.3%	2.4%	8.9	-2.7%	1.3%	11.8	10.5
CCCCCCCCCCCCCCCC(=O)OC/C=C(C)/C=C/C=C(C)/C=C/C1=C(C)CCCC1(C)C	3.7	7.1	1.5%	3.7%	9.7	0.8%&-3.1%&-0.7%	1.0%	1.5	3.1
O=C(NCc1ccco1)c1ccc(COc2cc(Cl)ccc2Cl)cc1	12.3	6.3	-14.7%	3.0%	-3.2	1.9%	2.0%	12.4	-8.2
COCCN(C(=S)Nc1cc(C)cc(C)c1)C(C)c1cccnc1 (configuration not stated)	1.7	12.0	1.4%	1.2%	6.2	-3.4%	-0.7%	1.4	4.8
Cc1c(NC(=O)c2cc(-c3ccccc3O)on2)c(=O)n(-c2ccccc2)n1C	0.8&3.7	6.4&-3.6	-4.7%&-13.7%	2.8%&-28.4%	2.8&-5.6	-0.5%&0.2%	-26.1%&3.9%	1.5&-0.5	-1.3&0.8
O=C1c2[nH]nc(-c3ccccc3O)c2C(c2cccc(O)c2)N1Cc1ccco1 (configuration not stated)	-4.1	-20.1	-14.4%	8.5%	-0.2	-4.0%	0.6%	0.5	2.5
CCOc1ccccc1NC(=O)COC(=O)c1cc(C)oc1C	/	-5.7	-3.4%	11.8%	/	-3.7%	/	/	/
COC(=O)c1cc(Cl)c(NC(=O)/C=C/c2ccc(Cl)cc2)cc1OC	0.0	-4.6	0.6%	-0.5%	-7.0	0.4%	0.3%	1.5	-0.1
Cn1c(-c2cccc([N+](=O)[O-])c2)[n+](C)c2ccccc21	-3.7	-1.6	4.3%	9.5%	9.9	-5.2%	3.7%	5.7	2.9
Cc1cc(C)n(-c2ccc(C(=O)NCCCN3CCOCC3)cc2)n1	-6.6	-1.2	8.9%	4.1%	3.3	-1.4%	1.4%	1.7	-2.5

3 entries from above, sorted by molecular weight, falling.
SMILES	D2 potentiator	RXFP1 antagonist	Vif-APOBEC3G blk	Vif-A3F inh	D1 antag	GRP78 ERSR act	RXFP1 agonist	D1 ag	D1 potentiator
O=C(CN1C(=O)c2cccc3cccc1c23)N1CCN(Cc2ccc3c(c2)OCO3)CC1	8.4	-14.0	-1.0%	-0.4%	-9.2	-0.2%	3.6%	-1.1	14.7
C[C@@H]1CN(C(=O)c2ccc(OC3CCN(S(=O)(=O)N(C)C)CC3)cc2)C[C@H](C)O1	6.8	-2.2	1.2%	-2.7%	-30.3*	-3.3%	0.2%	3.0	2.0
CN(CC(=O)NCc1ccncc1)S(=O)(=O)c1ccc(Br)cc1	-0.8	-7.7	1.0%	-2.6%	-17.3	-4.1%	4.3%	0.5	0.0

Continuation:
SMILES	D2 potentiator	RXFP1 antagonist	Vif-APOBEC3G blk	Vif-A3F inh	D1 antag	GRP78 ERSR act	RXFP1 agonist	D1 ag	D1 potentiator
O=C(Cc1cccs1)NNC(=S)NC(=O)c1ccco1	2.2	-18.4	1.6%	-3.5%	14.1	-2.4%	1.1%	6.7	-1.4
COc1ccccc1N1C(=O)CC(c2ccccc2)CC1=O	12.5	/	1.9%	1.3%	/	-3.5%	0.5%	3.3	-2.3
Cc1nn(-c2ccccc2)c(OC(=O)c2ccccc2Cl)c1S(=O)(=O)c1ccccc1	0.0	/	1.5%	-8.3%	-28.3	-2.8%	3.9%	1.1	4.4
Cc1noc(C)c1S(=O)(=O)NCCc1csc2nc(-c3ccc(F)cc3)nn12	-2.8	-20.4	1.0%	-0.7%	/	-3.3%	2.5%	14.5	1.6
CN(Cc1ccccc1)c1ncnc2ccc(Br)cc12	13.0	2.1	-0.2%	-0.1%	9.1	-3.9%	12.6%	0.7	-0.3
CN(C(=O)c1ccccc1C(=O)OCC(=O)c1ccc(F)c(F)c1)C1CCCCC1	3.9	-12.2	1.0%	3.3%	16.9	-2.5%	0.2%	-0.1	-3.9
O=c1[nH]c(NCCO)nc2c1C1(CCCCC1)Cc1ccccc1-2	-5.2	-12.4	-1.1%	-0.7%	4.3	1.4%	6.2%	8.3	2.4
COc1cc2c(C(=O)NCCCN3CC(C)CC(C)C3)cn(CC(C)C)c(=O)c2cc1OC (configuration not stated)	-9.0	-7.5	-1.1%	5.8%	-2.2	-2.3%	1.4%	2.3	-5.2
COc1cccc(CNC(=O)CCCCCn2c(=S)[nH]c3ccc(N4CCOCC4)cc3c2=O)c1	-2.0	/	/	/	2.6	/	0.8%	-0.8	-17.1
COc1cccc(CNC(=O)CN2C(=O)N(c3cccc(Cl)c3)S(=O)(=O)c3ccccc32)c1OC	-7.1	/	-1.0%	0.2%	7.4	-1.3%	7.3%	7.5	-1.5
O=S(=O)(Nc1ccccc1N1CCCCC1)c1cccs1	-5.0	-7.8	0.7%	?	4.6	-4.8%	-0.9%	-0.7	4.5
CCOC(=O)c1c(NC(=O)Cn2nc(C(=O)O)c3ccccc3c2=O)sc(C)c1C	2.4	4.3	-3.2%	-1.2%	14.6	-5.5%	-0.7%	2.2	15.8
COC(=O)c1sccc1NC(=O)c1ccc(Cl)cc1	1.3	5.7	-3.4%	4.0%	1.1	0.0%	10.0%	4.9	-3.1
CCOc1ccc2nc(NC3=NC(C)(C)C=C(C)N3)nc(C)c2c1	-18.4	-14.2	1.0%	3.1%	3.6	-3.9%	-0.4%	1.4	-2.1
Cc1ccc(Cl)cc1NC(=S)N(Cc1cccs1)C1CCCC1	/	-7.5	-0.8%	16.7%	5.0	-4.3%	0.4%	3.9	-1.0
Cc1ccccc1OCC(O)CN1CCCCC1 (configuration not stated)	1.6	0.2	7.6%	0.8%	-8.8	-4.7%	-0.7%	5.9	-0.3
CC1CCN(C(=O)CS(=O)(=O)Cc2ccccc2)CC1	-1.1	0.5	5.9%	-3.2%	-22.7	-2.9%	6.1%	3.6	-3.9
COc1cc(C2c3c(-c4ccccc4)n[nH]c3C(=O)N2c2ccc(C(=O)O)cc2)ccc1O (configuration not stated)	1.4	/	0.8%	2.7%	-8.2	-4.6%	0.6%	0.0	/
CN(CC(=O)Nc1ccc(Cl)c(C(F)(F)F)c1)C(=O)C1CC(=O)N(CCc2ccccc2)C1 (configuration not stated)	3.8	-29.5	-16.6%	0.7%	-5.9	-3.0%	-0.7%	3.5	-2.5
CCC(C)Nc1c([N+](=O)[O-])cc(C)cc1[N+](=O)[O-] (configuration not stated)	/	0.1	-2.0%	1.9%	/	-4.4%	0.3%	/	/
COc1ccc(CN(C)S(=O)(=O)c2ccc3c(c2)OCCO3)cc1	-2.4	-22.9	2.9%	-2.1%	-27.4	2.6%	0.7%	26.7	-1.8
O=C(NCCC1CCCC1)C1CCC(=O)N(CCCN2CCCC2=O)C1 (configuration not stated)	-5.2	-5.5	4.6%	-2.9%	6.0	-1.5%	0.5%	6.4	2.8
C=CCNC(=O)c1onc(CSc2ccc(F)cc2)c1C(=O)NCC=C	4.6	/	1.0%	0.1%	-14.8	-1.3%	-0.3%	1.4	-2.1
Cc1n(C)c2cc(Cl)ccc2[n+]1Cc1ccccc1	-4.6	8.9	0.8%	6.6%	15.6	-3.1%	1.4%	7.7	-1.8
COc1ccccc1NC(=O)C(C)OC(=O)c1cccc(-n2cnnn2)c1 (configuration not stated)	/	11.1	0.9%	-3.1%	10.0	0.4%	0.3%	3.4	-5.0
O=C(CSc1n[nH]c(-c2ccccn2)n1)Nc1ccccc1F	-11.4	0.4	0.6%	?	4.1	11.5%	0.5%	0.1	-4.3
O=C(CCc1nnc(CCC2CCCCC2)o1)NCCn1cccn1	-2.1	3.2	-0.6%	-7.7%	3.6	-5.8%	-0.4%	1.4	-2.3
O=C(Nc1cc(Br)ccc1O)c1cnn2c(C(F)F)cc(C3CC3)nc12	/	1.8	-7.7%	3.7%	4.7	-2.3%	1.6%	2.4	-7.7
CC(=O)c1cccc(NC(=O)Cc2cccs2)c1	-0.6	0.7	5.0%	-3.1%	3.6	1.6%	1.7%	1.7	-1.5
N#Cc1cc2cc3c(cc2nc1N1CCOCC1)OCO3	-13.0	9.2	-7.3%	/	11.8	7.8%	?	1.0	-11.4
COc1ccc(C(C(=O)NCCC(C)C)N(CCO)C(=O)c2snc(C(N)=O)c2N)cc1OC (configuration not stated)	/	2.0	0.8%	2.5%	6.9	-2.1%	4.1%	1.1	6.2

Source: PubChem BioAssay

Some of the compounds tested; rates above refer to the full screens.
